# EPAC1 agonist: qHTS for Agonist of cAMP-regulated guanine nucleotide exchange factor 3 (EPAC1): primary screen | Rap guanine nucleotide exchange factor 3 (Homo sapiens), O95398 | AID 720707, 2013 | EPAC1 agonist qHTS, biochemical assay; response scale: 100% = response to 6.5 mM cAMP | actives 0.073% (n = 360,000) | Potency, µM (doses to about 154 µM), for the others: top-dose activation, hits mostly activators; further: potency means the concentration at half of the fitted maximal effect; nearly all actives have a fitted effect of over 60% in size
#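 Nucleotide exchange by EPAC1 (100 nM) on Rap1B–BODIPY-GDP (250 nM) in the presence of 50 uM GDP is tracked fluorescently at 480/540 nm over 30 min. Signals are normalized to a 6.5 mM cAMP control.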
# PLK1 PBD inh: qHTS for Inhibitors of PLK1-PDB (polo-like kinase 1 - polo-box domain): Primary Screen; Plk1 PBD binding of FITC phosphopeptide, fluorescence polarization; Potency, µM, for the others: max response, negative = inhibition, usual class: inhibitors; actives 2.8% (n = 360,000); Serine/threonine-protein kinase PLK1 (Homo sapiens), P53350; further: potency means the concentration at half of the fitted maximal effect; series mostly up to about 57 µM; on the % scale 0 is the no-effect control and ±100 the full control effect; nearly all actives have a fitted effect of over 65% in size
# Target sequence (P53350 whole entry, looked up, the tested form may be a part): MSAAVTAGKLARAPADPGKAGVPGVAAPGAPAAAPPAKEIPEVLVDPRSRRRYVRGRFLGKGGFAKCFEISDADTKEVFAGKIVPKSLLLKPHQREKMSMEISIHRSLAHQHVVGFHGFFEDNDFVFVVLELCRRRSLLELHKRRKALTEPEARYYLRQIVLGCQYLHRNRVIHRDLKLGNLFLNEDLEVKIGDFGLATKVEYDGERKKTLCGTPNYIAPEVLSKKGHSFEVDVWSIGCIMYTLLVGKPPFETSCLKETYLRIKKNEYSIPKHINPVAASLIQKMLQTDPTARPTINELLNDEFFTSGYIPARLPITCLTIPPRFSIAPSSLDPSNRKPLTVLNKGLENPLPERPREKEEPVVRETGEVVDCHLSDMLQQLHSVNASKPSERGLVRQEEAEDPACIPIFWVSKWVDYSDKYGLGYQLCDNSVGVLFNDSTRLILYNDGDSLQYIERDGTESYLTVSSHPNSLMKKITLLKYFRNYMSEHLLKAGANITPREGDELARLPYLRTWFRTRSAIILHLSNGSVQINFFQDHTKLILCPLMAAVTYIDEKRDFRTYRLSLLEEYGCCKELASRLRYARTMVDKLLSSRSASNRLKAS
# IL2 activator: qHTS of IL-2 Activators | IL-2 activation reporter assay, cell-based qHTS; stimulated with anti-CD3/CD4/CD28 beads; in transgenic mouse T cells | activation, % (series mostly up to about 46 µM) | actives 0.065% (n = 360,000); in the data active means activation above about 50%; inconclusive means mostly about 30% to 49%; further: 0% is about no effect
#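 Readout: EGFP and DsRed signals by fluorescent plate cytometry. Unstimulated transgenic mouse T cells received compound 60 min before antibody-bead stimulation, then incubated 18 h at 37 degrees C.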
# PI5P4K alpha inh: qHTS for Inhibitors of phosphatidylinositol 5-phosphate 4-kinase (PI5P4K); PI5P4Kalpha enzyme, ADP-Glo luminescence, 60 min; stronger effect = lower value; Phosphatidylinositol 5-phosphate 4-kinase type-2 alpha (Homo sapiens), P48426; actives 1.2% (n = 330,000); max response, %; active means max response of -50% or lower; inconclusive means between -30% and -50%; inactive means -30% or higher; further: value at the top dose of about 77 µM; on the % scale 0 is the no-effect control and ±100 the full control effect
# Target sequence (P48426 whole entry, looked up): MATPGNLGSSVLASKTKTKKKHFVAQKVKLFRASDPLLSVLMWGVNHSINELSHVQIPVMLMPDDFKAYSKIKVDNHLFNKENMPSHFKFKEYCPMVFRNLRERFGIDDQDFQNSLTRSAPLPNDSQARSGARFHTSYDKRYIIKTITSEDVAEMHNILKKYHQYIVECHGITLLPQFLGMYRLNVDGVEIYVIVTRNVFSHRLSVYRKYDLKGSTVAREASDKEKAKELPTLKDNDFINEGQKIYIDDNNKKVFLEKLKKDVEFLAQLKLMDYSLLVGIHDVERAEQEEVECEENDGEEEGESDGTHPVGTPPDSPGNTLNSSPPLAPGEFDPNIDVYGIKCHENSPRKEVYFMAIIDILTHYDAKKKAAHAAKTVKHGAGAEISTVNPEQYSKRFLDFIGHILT
#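 Luminescence from ADP-Glo served as readout of PI5P4Kalpha activity in a qHTS format. Reaction: enzyme, substrate, compound, ATP at 5 microM final, 60 min at RT.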
# WRN helicase inh: qHTS for Inhibitors of WRN Helicase; Bifunctional 3'-5' exonuclease/ATP-dependent helicase WRN (Homo sapiens), Q14191; WRN helicase unwinding, fluorescent forked duplex, kinetic; Potency, µM (titrated, usually from 114 µM), for inactives: at the top dose activity change, negative = inhibition, actives largely listed as inhibitors; actives 0.46% (n = 360,000); AID 651768, 2012; further: potency means the concentration at half of the fitted maximal effect; on the % scale 0 is the no-effect control and ±100 the full control effect; nearly all actives have a fitted effect of over 55% in size
#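 WRN at 20 nM final preincubated with compound 15 min at room temperature; reaction started with 100 nM fluorophore/quencher forked duplex oligonucleotide and 2 mM ATP final. Unwinding followed kinetically by red fluorescence (ex 525, em 598 nm).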
# EPAC1 antagonist: qHTS for Antagonist of cAMP-regulated guanine nucleotide exchange factor 3 (EPAC1): primary screen; EPAC1 GEF assay, Rap1b-BODIPY-GDP exchange fluorescence; Potency, µM (series often up to 115 µM), inactives show at the top dose activity change, negative = inhibition, most hits filed as inhibitors; actives 0.14% (n = 360,000);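 further: potency means the concentration at half of the fitted maximal effect; plate controls were vehicle for no effect and positive control for full effect; nearly all actives have a fitted effect of over 50% in size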
# EPAC2 agonist: qHTS for Agonist of cAMP-regulated guanine nucleotide exchange factor 4 (EPAC2): primary screen | Rap guanine nucleotide exchange factor 4 (Homo sapiens), Q8WZA2 | EPAC2 activation, biochemical qHTS; response scale: 100% = 6.5 mM cAMP response | Potency, µM (series often up to 154 µM), inactives show at the highest dose activation, hits mostly activators | actives 0.079% (n = 360,000) | AID 720711, 2013; further: potency means the concentration at half of the fitted maximal effect; nearly all actives have a fitted effect of over 50% in size
#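 Readout is BODIPY fluorescence (480 nm excitation, 540 nm emission), which falls as labeled GDP is exchanged off Rap1B. EPAC2 at 100 nM acted on 250 nM RAP1B-BODIPY-GDP with 50 uM GDP present.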
# CCT modulator: High-Throughput Screening for Modulators of Cytosolic Chaperonin Activity | purified chaperonin ATPase assay, HTRF ADP detection, 30 min | activity change, % (test concentration not listed), hits read low | actives 0.3% (n = 360,000); in the data active means activity change below about -30%; further: on the % scale 0 is the no-effect control and ±100 the full control effect
#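 TRiC at 40 or 20 nM final (batch-dependent) in 30 mM Tris pH 7.4, 100 mM KCl, 5 mM MgCl2, 1 mM DTT, with compound at single 76 uM and 10 uM ATP, 30 min at 37 deg C. ADP detected by HTRF Transcreener, 665/615 ratio.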
# * = called active by the depositor; u = inconclusive; x = no result given; [ ] = dose if it differs, or a comment. Unless noted, the call rests on the fitted dose curve; in most records, active means well fitted curve in the direction sought with a large enough effect; inconclusive means small, poorly fitted or top-dose-only effect, or another doubt; inactive means no such curve, though single readings can be large; an effect the other way counts as inactive or inconclusive. Not all compounds are listed (hit frequency here may not be typical).
1) CC(Oc1ccc(Cl)cc1Cl)C(=O)Nn1cnnc1 (configuration not stated)
2) COc1cccc(-c2ccc(SCC(=O)NC3CCCCC3)nn2)c1
3) COc1ccc(NC(=O)CN(C)C(=O)c2ccc3c(c2)S(=O)(=O)N=C2CCCCCN23)cc1
4) CCOC(=O)CN1C(=O)N[C@@H](c2cccc(C(F)(F)F)c2)C(C(=O)OC)=C1C
5) O=C(CCC(=O)c1cccs1)OCc1ccc([N+](=O)[O-])cc1
6) C=CCNC(=O)C1CC(=O)N(c2ccc(OCc3ccccc3Cl)cc2)C1 (configuration not stated)
7) CCc1ccc(/C([O-])=C(/C(=S)NCCN2CCOCC2)[n+]2ccccc2)cc1
8) O=C(NCCc1cccs1)C1CC1

Compound	1	2	3	4	5	6	7	8
EPAC1 agonist	0%	6%	10%	-14%	9%	-2%	-1%	-5%
PLK1 PBD inh	-8%	4%	-2%	-2%	-4%	-23%	u	2%
IL2 activator	-2.1	-3.7	1.2	1.2	1.5	-2.8	1.0	-4.4
PI5P4K alpha inh	-1	3	1	-2	0	4	4	-5
WRN helicase inh	-13%	-16%	-7%	-1%	4%	7%	9%	0%
EPAC1 antagonist	-20%	-9%	-3%	5%	-11%	u	-24%	-2%
EPAC2 agonist	-1%	2%	1%	12%	13%	6%	18%	0%
CCT modulator	-4.3	1.2	-1.6	-2.9	-0.1	-0.8	-0.1	0.5

# From entry 1 as far as 3, as listed above:
1) CC(Oc1ccc(Cl)cc1Cl)C(=O)Nn1cnnc1 (configuration not stated)
2) COc1cccc(-c2ccc(SCC(=O)NC3CCCCC3)nn2)c1
3) COc1ccc(NC(=O)CN(C)C(=O)c2ccc3c(c2)S(=O)(=O)N=C2CCCCCN23)cc1

Compound	1	2	3
EPAC1 agonist	0%	6%	10%
PLK1 PBD inh	-8%	4%	-2%
IL2 activator	-2.1	-3.7	1.2
PI5P4K alpha inh	-1	3	1
WRN helicase inh	-13%	-16%	-7%
EPAC1 antagonist	-20%	-9%	-3%
EPAC2 agonist	-1%	2%	1%
CCT modulator	-4.3	1.2	-1.6

# (list continues)
9) CC(C)(C)c1csc(N/N=C/c2ccc(O)cc2)n1
10) CCCCCCn1c(=O)c(F)cn(Cc2ccc(OC)c([N+](=O)[O-])c2)c1=O
11) Cc1ccc(S(=O)(=O)NCc2ccccc2)cc1
12) CCCCNc1cccc2c1S(=O)(=O)N(CCCC)CC(COCc1ccccc1)O2 (configuration not stated)
13) Cc1c(NC(=S)N/N=C/c2cc([N+](=O)[O-])ccc2O)c(=O)n(-c2ccccc2)n1C
14) O=C(Nc1cccc([N+](=O)[O-])c1)Nc1cccc([N+](=O)[O-])c1
15) CNC(=O)c1sc(Nc2cc(C)ccc2C)nc1C
16) CCOc1cc(S(=O)(=O)n2ccnc2)ccc1Br

Compound	9	10	11	12	13	14	15	16
EPAC1 agonist	0%	12%	22%	2%	-10%	-5%	6%	8%
PLK1 PBD inh	0%	-3%	10%	-8%	-12%	-11%	-29%	-8%
IL2 activator	0.0	-0.8	3.0	-0.9	1.8	-4.3	-4.9	-0.5
PI5P4K alpha inh	2	25	0	18	-61*	-9	1	-1
WRN helicase inh	-3%	-11%	-5%	-3%	-10%	-15%	8%	9%
EPAC1 antagonist	6%	u	7%	-8%	5%	-5%	-6%	-13%
EPAC2 agonist	17%	2%	2%	13%	2%	1%	15%	11%
CCT modulator	1.2	0.4	-0.5	-1.0	1.3	-0.5	-2.0	1.6

17) Cc1cccn2c(=O)c3cc(C(=O)NCc4ccco4)c(=N)n(C(C)C)c3nc12
18) CCOc1ccc(CCN2C(=S)N([C@@H](Cc3ccc(O)cc3)CN3CCC[C@@H]3CN3C(=S)NC[C@@H]3CC(C)C)C[C@@H]2CC(C)C)cc1
19) COCCOCCn1c(CCCO)nc2ccccc21
20) CC(C)c1cc(-c2n[nH]c(=S)n2Cc2ccccc2)cs1
21) CN1CCN(Cn2cc(/C=C/C(=O)c3ccccc3)c3ccccc32)CC1
22) CC(=O)Nc1ccc(NC(=O)C(C)Oc2ccc(Cl)cc2Cl)cc1 (configuration not stated)
23) Cc1cccc(Nc2ccccc2C(=O)OCC(=O)N(C)C2CCS(=O)(=O)C2)c1C (configuration not stated)
24) CC(N=C1NS(=O)(=O)c2ccccc21)C(=O)NCc1ccc(F)cc1 (configuration not stated)

Compound	17	18	19	20	21	22	23	24
EPAC1 agonist	8%	-7%	10%	22%	11%	-8%	15%	8%
PLK1 PBD inh	-15%	-12%	-1%	-12%	6%	-6%	1%	4%
IL2 activator	1.8	0.0	0.1	-1.3	0.1	0.6	0.2	-0.1
PI5P4K alpha inh	x	0	-7	x	3	5	x	-5
WRN helicase inh	-11%	-19%	-13%	-9%	-8%	1%	-14%	-10%
EPAC1 antagonist	4%	-20%	3%	0%	-2%	-25%	-5%	-2%
EPAC2 agonist	8%	-3%	7%	24%	13%	6%	3%	-10%
CCT modulator	-1.7	1.4	0.8	-3.3	-1.5	1.8	2.8	-2.2

25) COc1ccc(C2C(C#N)=C(N)N(N(C)C)C3=C2C(=O)CCC3)cc1 (configuration not stated)
26) COc1ccc(OCCC(=O)Nc2ccccc2)cc1
27) COCC1CCN(Cc2nc(-c3cccs3)no2)C1 (configuration not stated)
28) O=C(O)C1CCC(CNS(=O)(=O)c2ccc(Br)cc2)CC1 (configuration not stated)
29) CN(c1ccc(OC(=O)c2ccc(-n3cncn3)c([N+](=O)[O-])c2)cc1)S(=O)(=O)c1ccccc1
30) Cc1ccc(S(=O)(=O)N2CCN(C(=O)COC(=O)c3c(C)cc(C)cc3C)CC2)c(C)c1
31) COc1ccccc1N1C(=O)CC(Sc2nc(C)cc(C)n2)C1=O (configuration not stated)
32) Cc1ccc(S(=O)(=O)N2CCN(C(=O)Cc3ccc4c(c3)OCCO4)CC2)cc1C

Compound	25	26	27	28	29	30	31	32
EPAC1 agonist	12%	2%	12%	1%	-9%	u	0%	11%
PLK1 PBD inh	-4%	2%	u	-8%	-4%	-1%	-7%	-8%
IL2 activator	-1.6	-0.2	0.5	-1.1	0.6	-0.9	-0.5	-4.0
PI5P4K alpha inh	-2	0	0	0	-2	-1	x	-9
WRN helicase inh	0%	6%	-19%	3%	-2%	-9%	-8%	-1%
EPAC1 antagonist	4%	-28%	-10%	-23%	-1%	-26%	1%	11%
EPAC2 agonist	15%	-13%	8%	9%	-2%	5%	5%	13%
CCT modulator	-2.5	-3.6	-2.3	-1.2	-0.6	-1.6	1.8	-2.1

# The closing three entries of the part before lead into the next:
30) Cc1ccc(S(=O)(=O)N2CCN(C(=O)COC(=O)c3c(C)cc(C)cc3C)CC2)c(C)c1
31) COc1ccccc1N1C(=O)CC(Sc2nc(C)cc(C)n2)C1=O (configuration not stated)
32) Cc1ccc(S(=O)(=O)N2CCN(C(=O)Cc3ccc4c(c3)OCCO4)CC2)cc1C
33) CCC(OC(=O)c1ccco1)C(=O)NCc1ccc2c(c1)OCO2 (configuration not stated)
34) Cn1c(SCC(=O)NNC(=O)Cc2ccccc2)nnc1-c1ccccc1
35) COc1ccc(-c2nc3ccc(C)cc3c(=O)o2)cc1OC
36) CC(=NCCCn1ccnc1)c1c(C)[nH]n(-c2ccc([N+](=O)[O-])cc2)c1=O
37) COCCNc1ncnc2c1ncn2[C@H]1CN(Cc2ccc(F)cc2)C[C@@H](CO)O1
38) COCCn1c(-c2ccco2)nc2nc3ccccc3nc21
39) CCC1Oc2ccccc2N(CC(=O)Nc2ccc(OC)cc2OC)C1=O (configuration not stated)
40) Cc1ccc(OCC(=O)Nc2ccccc2C(=O)N2CCCC2)cc1

Compound	30	31	32	33	34	35	36	37	38	39	40
EPAC1 agonist	u	0%	11%	-3%	8%	10%	-2%	-3%	13%	-4%	-2%
PLK1 PBD inh	-1%	-7%	-8%	-12%	7%	-4%	-13%	-4%	-10%	-7%	1%
IL2 activator	-0.9	-0.5	-4.0	0.2	-0.6	-0.6	-0.3	-0.1	-0.6	2.5	-3.6
PI5P4K alpha inh	-1	x	-9	0	-5	-2	0	-4	-20	x	6
WRN helicase inh	-9%	-8%	-1%	10%	-1%	-23%	-4%[57.1 µM]	-5%	-6%	-6%	-8%
EPAC1 antagonist	-26%	1%	11%	-9%	-6%	1%	-15%	2%	5%	-17%	7%
EPAC2 agonist	5%	5%	13%	11%	1%	1%	8%	6%	2%	6%	2%
CCT modulator	-1.6	1.8	-2.1	-1.7	0.6	-1.5	-3.0	-2.1	-1.1	-3.3	0.9

41) O=C(NCC(c1cccs1)N1CCOCC1)C1CCN(S(=O)(=O)c2ccccc2C(F)(F)F)CC1 (configuration not stated)
42) CCc1nnc(NC(=O)CCc2ccc(C)o2)s1
43) Cc1ccc2ncc([N+](=O)[O-])n2c1
44) COc1cc(-c2nnc3sc(-c4ccco4)nn23)cc(OC)c1OC
45) O=C1CN(CC(=O)Nc2ccc(SC(F)F)cc2)CCN1

Compound	41	42	43	44	45
EPAC1 agonist	-4%	0%	-6%	4%	-7%
PLK1 PBD inh	-9%	-2%	-1%	u	u
IL2 activator	-1.9	-0.6	3.1	-2.4	-2.8
PI5P4K alpha inh	-2	x	x	-12	2
WRN helicase inh	-3%	7%	-10%	-22%	-1%
EPAC1 antagonist	11%	1%	-2%	22%	18%
EPAC2 agonist	5%	-4%	3%	-3%	-3%
CCT modulator	-1.4	1.4	2.0	0.1	0.3
